AmpC det inh – blocks E. coli AmpC beta-lactamase in presence of detergent. purified AmpC, nitrocefin hydrolysis with detergent. Potency, µM (top dose mostly 28.7 µM), without a hit: top-dose activity change, negative = inhibition. 71,000 compounds, 0.09% hits. AID 584; active means well fitted curve in the direction sought with a large enough effect
Target sequence (P00811 whole entry, looked up): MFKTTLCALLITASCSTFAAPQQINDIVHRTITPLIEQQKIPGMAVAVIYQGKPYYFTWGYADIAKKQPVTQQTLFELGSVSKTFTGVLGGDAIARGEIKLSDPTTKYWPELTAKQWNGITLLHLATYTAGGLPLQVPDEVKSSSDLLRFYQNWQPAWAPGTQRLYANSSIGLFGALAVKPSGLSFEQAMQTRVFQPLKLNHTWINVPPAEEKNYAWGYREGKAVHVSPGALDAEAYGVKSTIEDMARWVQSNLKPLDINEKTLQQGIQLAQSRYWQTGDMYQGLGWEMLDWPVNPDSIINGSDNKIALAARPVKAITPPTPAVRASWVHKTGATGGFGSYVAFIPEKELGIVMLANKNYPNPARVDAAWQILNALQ
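E. coli AmpC (5.3 nM) in 20 mM phosphate pH 7.0 with 0.01% Triton X-100, preincubated 15 min RT with compound; nitrocefin (2 uL of 800 uM stock) hydrolysis followed by 480 nm absorbance every 20 s over 4 min.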
* marks the source's active call; other numbers are inactive results; & = joins results of further samples; [ ] = dose if it differs, or a comment. On the % scale 0 is the no-effect control and ±100 the full control effect; potency means the concentration at half of the fitted maximal effect. This is a subset; the hit share may differ from the screen's.

Screening Cc1cc(=O)[nH]c2cc3oc4ccccc4c3cc12 returned AmpC det inh -4%[5.75 µM].
For CCN(CC)C(=O)CSCC(=O)Nc1ccccc1 the results were AmpC det inh -1%.
For O=C(c1ccc2c(c1)OCO2)N1CCN(c2ccccc2F)CC1 the results were AmpC det inh -3%.
For COC(=O)c1cccc(NC(=O)Cn2cnc3ccccc3c2=O)c1 the results were AmpC det inh -3%.
For C[C@H]1CC(C)(C)C[C@@](OCCN2CCCCC2)(c2ccccc2)C1 the results were AmpC det inh 14%[5.75 µM].
Screening CCOC(=O)c1ccc(NC(=O)CCc2nc(-c3ccc(C)cc3)no2)cc1 returned AmpC det inh 0%.
Screening COC(=O)c1cc(NC(=O)c2ccoc2C)cc(C(=O)OC)c1 returned AmpC det inh -5%.
For CCOc1cc(C(=S)N2CCN(C)CC2)ccc1OCC(=O)N1CCOCC1 the results were AmpC det inh 0%.
Screening Cc1ccc(C2C(C#N)=C(N)Oc3n[nH]c(C)c32)cc1 (configuration not stated) returned AmpC det inh -3%.
Screening Nc1nonc1C(=Nc1ccccc1)NO returned AmpC det inh -5%.
O=C(Cn1c(C(=O)N2CCc3ccccc3C2)cc2sccc21)c1ccccc1 was read as AmpC det inh 6%.
`Cc1cc(CNC(=O)c2cc(Br)ccc2Cl)nn1C` gave AmpC det inh -3%.
Screening Cc1nnc(NC2CCCCC2)[nH]c1=O returned AmpC det inh -4%.
For N#CC1=C(N)Oc2c(oc(CO)cc2=O)C1c1ccsc1 (configuration not stated) the results were AmpC det inh 17%.
For O=C1c2cccnc2C(Nc2ccc(S(=O)(=O)N3CCCCCC3)cc2)N1Cc1ccccc1 (configuration not stated) the results were AmpC det inh 1%.

Quoted from the entries so far (14 entries):
Screening Cc1cc(=O)[nH]c2cc3oc4ccccc4c3cc12 returned AmpC det inh -4%[5.75 µM].
For CCN(CC)C(=O)CSCC(=O)Nc1ccccc1 the results were AmpC det inh -1%.
For O=C(c1ccc2c(c1)OCO2)N1CCN(c2ccccc2F)CC1 the results were AmpC det inh -3%.
For COC(=O)c1cccc(NC(=O)Cn2cnc3ccccc3c2=O)c1 the results were AmpC det inh -3%.
For C[C@H]1CC(C)(C)C[C@@](OCCN2CCCCC2)(c2ccccc2)C1 the results were AmpC det inh 14%[5.75 µM].
Screening CCOC(=O)c1ccc(NC(=O)CCc2nc(-c3ccc(C)cc3)no2)cc1 returned AmpC det inh 0%.
Screening COC(=O)c1cc(NC(=O)c2ccoc2C)cc(C(=O)OC)c1 returned AmpC det inh -5%.
For CCOc1cc(C(=S)N2CCN(C)CC2)ccc1OCC(=O)N1CCOCC1 the results were AmpC det inh 0%.
Screening Cc1ccc(C2C(C#N)=C(N)Oc3n[nH]c(C)c32)cc1 (configuration not stated) returned AmpC det inh -3%.
Screening Nc1nonc1C(=Nc1ccccc1)NO returned AmpC det inh -5%.
O=C(Cn1c(C(=O)N2CCc3ccccc3C2)cc2sccc21)c1ccccc1 was read as AmpC det inh 6%.
`Cc1cc(CNC(=O)c2cc(Br)ccc2Cl)nn1C` gave AmpC det inh -3%.
Screening Cc1nnc(NC2CCCCC2)[nH]c1=O returned AmpC det inh -4%.
For N#CC1=C(N)Oc2c(oc(CO)cc2=O)C1c1ccsc1 (configuration not stated) the results were AmpC det inh 17%.

Additional structures follow:
For c1cncc(CSc2ncnc3nc[nH]c23)c1 the results were AmpC det inh -3%[5.75 µM].
`CN(C)CCC(=O)c1ccc(Cl)cc1` gave AmpC det inh -2%.
CCN1CCN(C(=O)Cn2ncc3c2-c2ccccc2OC3)CC1 was read as AmpC det inh 7%.
Screening C=C(C)c1cccc(C(C)(C)NC(=O)N2CCN(c3ncccn3)CC2)c1 returned AmpC det inh -2%.
`Cn1c(C(=O)N2CCCC(C(=O)NCCN3CCOCC3)C2)cc2sccc21` (configuration not stated) gave AmpC det inh -2%.
For COc1ccc(N2C(=O)CCC(C(=O)N3CCCCC3)C2c2ccc(OC)c(OC)c2)cc1 (configuration not stated) the results were AmpC det inh -5%.
COc1ccc(-n2c(=O)cc(N3CCN(Cc4ccccc4)CC3)[nH]c2=O)cc1 was read as AmpC det inh 13%.
Screening CCOc1nc(OCC)nc(-n2cc(-c3ccccc3)nn2)n1 returned AmpC det inh -3%.
Screening O=C(Nc1ccc2c(c1)OCCO2)C1CCCN(S(=O)(=O)c2cccs2)C1 (configuration not stated) returned AmpC det inh 6%.
Screening Cc1ccc(S(=O)(=O)Nc2cc(=O)[nH]c3c2CCC3)cc1 returned AmpC det inh -3%[5.75 µM].
For Cc1nnc(NC(=O)c2ccc(S(=O)(=O)N3CCCCCC3)cc2)o1 the results were AmpC det inh -1%.
`Cc1cc(NCCN2CCOCC2)n2nc(C)c(-c3ccc(Cl)cc3)c2n1` gave AmpC det inh -3%.
Screening O=C(c1cn(-c2ccccc2)nc1-c1ccc(Cl)s1)N1CCOCC1 returned AmpC det inh -8%.
Cc1nc2ccc(S(=O)(=O)N(C)CC(=O)N3CCc4ccccc4C3)cc2s1 was read as AmpC det inh 8%.
CCOC(=O)Cc1csc(NC(=O)c2ccc(S(=O)(=O)N3CCCC3)cc2)n1 was read as AmpC det inh -2%.
For O=C(COC(=O)c1cc(=O)[nH]c2ccccc12)NC(=O)NC1CCCCC1 the results were AmpC det inh 0%.
Screening Cc1ccc2c(CSc3nnc(C4CC4)n3N)cc(=O)oc2c1C returned AmpC det inh 12%.
For Cc1ccc(C(=O)Nc2nncs2)cc1S(=O)(=O)N1CCOCC1 the results were AmpC det inh 4%.
Screening COc1cc(-c2nnc(CSc3nnc4nc(C)cc(C)n34)o2)cc(OC)c1OC returned AmpC det inh -1%.
`COC(=O)C(C)Sc1nc2c(c(=O)[nH]c(=O)n2C)n1CCCc1ccccc1` (configuration not stated) gave AmpC det inh -6%.
Screening CC(C)CCNC(=O)c1c(N)n(CC2CCCO2)c2nc3ccccc3nc12 (configuration not stated) returned AmpC det inh -4%.
Screening COc1ccc(Nc2cc(C)nc(N3CCOCC3)n2)cc1 returned AmpC det inh 0%.
Screening COc1ccc(C(=O)N2CCN(c3nnnn3-c3ccccc3)CC2)cc1OC returned AmpC det inh -6%.
For O=C(NCc1ccco1)c1ccccc1NC(=O)C1CC(=O)N(c2ccc(Cl)cc2)C1 (configuration not stated) the results were AmpC det inh 0%.
Screening Cc1nn(-c2ccccc2)cc1/C=N/O returned AmpC det inh -1%.
`O=C(CCN1CCCCC1)Nc1ccc(Br)cc1` gave AmpC det inh -3%.
Cc1nnc(C)c2c(C)n(Cc3ccc4c(c3)OCO4)c(C)c12 was read as AmpC det inh -3%.
Screening CC(C)=CC(=O)N1CCCc2ccccc21 returned AmpC det inh -3%.
CN1CCN(S(=O)(=O)c2ccc(NC(=O)C3CCCO3)cc2)CC1 (configuration not stated) was read as AmpC det inh 16%.
Screening COc1ccc(CNC(=O)C(OC(C)=O)c2ccccn2)cc1 (configuration not stated) returned AmpC det inh -2%.
`COc1ccc(-n2nnc3c(=O)n(C/C=C/c4ccccc4)cnc32)cc1` gave AmpC det inh -3%.
For O=C(OCCO)c1cc(Cl)c(C(=O)OCCO)cc1Cl the results were AmpC det inh 13%.
For CC(=O)N1CCN(c2ccc(NCc3ccc(C)s3)cc2)CC1 the results were AmpC det inh 14%.
O=C(NCCN1C(=O)C2C3C=CC(C3)C2C1=O)Nc1ccccc1O (configuration not stated) was read as AmpC det inh 14%.
`O=C(COc1ccc(S(=O)(=O)N2CCc3ccccc32)cc1Cl)NCc1ccccn1` gave AmpC det inh 1%.
Screening Cc1ccc(S(=O)(=O)N2CCOCC(=O)NCCOCCNC(=O)COCC2)cc1 returned AmpC det inh -1%.
Cc1onc(-c2ccccc2)c1C(N)=O was read as AmpC det inh 0%.
Screening Cc1ccc(-n2c(C)cc(C(=O)OCC(=O)N(C)C3CCS(=O)(=O)C3)c2C)cc1 (configuration not stated) returned AmpC det inh -3%.
CC(C)C(c1nnnn1Cc1ccc(F)cc1)N1CCN(Cc2ccc3c(c2)OCO3)CC1 (configuration not stated) was read as AmpC det inh 14%.
Screening O=C(Oc1ccc(Cl)c2cccnc12)N1CCCCC1 returned AmpC det inh -1%.
C=CCn1nnc2sc3c(c2c1=O)CCC(C)C3 (configuration not stated) was read as AmpC det inh -2%.
For O=c1[nH]c(=O)n(Cc2ccccc2)c(O)c1C=NCCCO the results were AmpC det inh 9%.
Screening Cc1cc(C)n(-c2nc(C)nc(N)n2)n1 returned AmpC det inh -1%.
`CC1=C(C)CC(C(=O)Nc2cccc(Cl)c2)C(C(=O)O)C1` (configuration not stated) gave AmpC det inh -4%.
CC1CN(c2nc3ccccc3nc2C(C#N)C(=O)OC2CCCCC2)CC(C)O1 (configuration not stated) was read as AmpC det inh 17%.
`O=C(NC1CCCCC1)N(CCN1CCCC1)Cc1cc2cc3c(cc2[nH]c1=O)OCCO3` gave AmpC det inh -3%.
`O=C(NCCCN1CCCC1=O)c1nnc(Cc2c(F)cccc2Cl)o1` gave AmpC det inh -2%.
`CCOc1ccccc1Oc1coc2cc(OC(=O)c3ccco3)ccc2c1=O` gave AmpC det inh 0%.
`COc1ccc(OC)c(C(=O)c2coc3ccc(O)cc23)c1` gave AmpC det inh 0%.
For CCCNS(=O)(=O)c1ccc(OCC(=O)Nc2ccccc2F)cc1 the results were AmpC det inh -5%.
`CCCc1nc(SCc2ccccn2)c2c(=O)n(C)c(=O)n(C)c2n1` gave AmpC det inh 10%.
CCS(=O)(=O)N1CCN(C(C)CCc2ccccc2)CC1 (configuration not stated) was read as AmpC det inh -2%.
COc1ccc(Cl)cc1NC(=O)NC(C)c1ccncc1 (configuration not stated) was read as AmpC det inh -3%.
Screening COc1ccc(CN2C(=O)[C@@H]3C(c4ccccc4Cl)=NO[C@@H]3C2=O)cc1 returned AmpC det inh 0%.
COCC(=O)Nc1ccc(C(N)=O)cc1 was read as AmpC det inh 9%.
For O=C1CCCC2=C1C(c1cccc(Br)c1)n1nc(-c3ccco3)nc1N2 (configuration not stated) the results were AmpC det inh 7%.
`Clc1ccc(N2CCN(Cc3c[nH]c4ncccc34)CC2)cc1` gave AmpC det inh -4%&1%.
Cc1ccc(S(=O)(=O)NCCSc2nnnn2-c2cc(C)ccc2C)cc1 was read as AmpC det inh -3%.
CN1[C@H](Cc2ccccc2)C=C[C@]1(C)C(=O)NCC1CC1 was read as AmpC det inh 9%.
For Cc1cccc(C(=O)O)c1C[C@H]1NCC[C@H]2c3ccccc3N[C@@H]12 the results were AmpC det inh -2%[5.75 µM].
CCOc1ccc(OCC)c(NC(=O)C2CCN(S(=O)(=O)c3cnc[nH]3)CC2)c1 was read as AmpC det inh -3%.
`c1ccc(CCc2ccccc2-c2nc(-c3cccnc3)no2)cc1` gave AmpC det inh -3%.
Cc1cccc2sc(NC(=O)Cn3cccc3)nc12 was read as AmpC det inh 11%.
For O=C(OCC(=O)N1CCN(c2ccccc2)CC1)C1=COCCO1 the results were AmpC det inh 0%.
Screening CCCCNS(=O)(=O)c1ccc(OC)c2ncccc12 returned AmpC det inh -4%.
For CCC(C)Nc1ccc(NC(C)CC)cc1 (configuration not stated) the results were AmpC det inh -2%.
`O=c1c2ccccc2nc(SCc2nnc(-c3ccccc3)o2)n1-c1ccc(F)cc1F` gave AmpC det inh -3%.
Screening Nn1c(-c2ccccn2)nnc1-c1ccccn1 returned AmpC det inh 22%.
`CCCCSc1nc2c(cc1C#N)CCC2` gave AmpC det inh -4%.
For Cc1ccc(N2C(=O)CC(NCc3ccc4c(c3)OCO4)C2=O)cc1Cl (configuration not stated) the results were AmpC det inh -1%.
For CCOC(=O)c1cccc(S(=O)(=O)N(CCO)Cc2cc3cc(OC)ccc3[nH]c2=O)c1 the results were AmpC det inh 14%.
Screening CC(=O)Nc1cccc(NC(=O)CSc2nnc(Cc3cccn3C)n2-c2ccc(C)cc2)c1 returned AmpC det inh -2%.
For CCC(Oc1ccccc1)C(=O)NCc1cccnc1 (configuration not stated) the results were AmpC det inh -8%.
For O=C(O)C(NS(=O)(=O)c1cccc2cccnc12)c1ccccc1 (configuration not stated) the results were AmpC det inh 11%.
For CCCOc1ccc(C2C(C#N)=C(N)Oc3nc[nH]c(=O)c32)cc1OC (configuration not stated) the results were AmpC det inh -2%.
Screening CCOC(=O)c1ccc(NC(=O)NC2CCN(CC(=O)NCc3ccc4c(c3)OCO4)CC2)cc1 returned AmpC det inh 10%.
O=C1CC[C@@]2(O)[C@H]3Cc4ccc(O)c5c4[C@@]2(CCN3CC2CC2)[C@@H]1O5 was read as AmpC det inh -3%&-1%.
CCN(CC)S(=O)(=O)c1csc(C(=O)NC2CCCCC2)c1 was read as AmpC det inh -1%.
CCOC(=O)c1cnc(-n2nc(C)cc2C)nc1Nc1ccc(N(C)C)cc1 was read as AmpC det inh -2%.
For CCOc1ccc(S(=O)(=O)n2ccnc2)c2ccccc12 the results were AmpC det inh 9%.
Screening Cc1cccc(NC(=O)CN(C)S(=O)(=O)c2ccc(Cl)cc2)n1 returned AmpC det inh -4%.
Screening CC(C)C(=O)Nc1cccc(NC(=O)CCN2C(=O)c3ccccc3S2(=O)=O)c1 returned AmpC det inh -1%.
CC(O)c1nc2ccccc2n1C1CCCCC1 (configuration not stated) was read as AmpC det inh -3%.
Screening CCOC(=O)Cc1csc(NC(=O)CSc2nnnn2-c2ccc(CC)cc2)n1 returned AmpC det inh 13%.
For CCCCOc1[nH]c2nc(-c3ccco3)n(Cc3ccco3)c(=N)c2c1C#N the results were AmpC det inh -2%.
CCn1cc(C(=O)NC2CCCC2)c(=O)c2cc(S(=O)(=O)N3CCOCC3)ccc21 was read as AmpC det inh -2%.
Screening CCc1ccc(OCCCN=C(C)c2c(O)n(C)c(=O)n(C)c2=O)cc1 returned AmpC det inh 10%.
